RGS7-Gao reg: RGS7-Galphao binding modulators, primary screen, biochemical, multiplexed bead flow cytometry. binding response (% of control), % at 10 µM. actives lie on both sides. hit rate 0.35% among 220,000. Guanine nucleotide-binding protein G(o) subunit alpha (Homo sapiens), P09471; in the data active means binding response below about 49% or above about 150%; inconclusive means no clear call, values can overlap the other calls; inactive means in between;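 further: fluorescent Galphao held in activated GDP-AlF4 state binding bead-coupled RGS7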
Bim-Bcl-W: inhibitors of Bim binding to Bcl-W, primary screen, biochemical, multiplexed, bead-based flow cytometry | Bcl-2-like protein 2 (Homo sapiens), Q92843 | Bim peptide-Bcl-W binding | inhibition, % at 10 µM | hit rate 0.02% among 190,000 | AID 952, 2007;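 further: 0% = bound tracer without compound and 100% = peptide blocker; higher means less fluorescent Bim peptide bound to Bcl-W beads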
Target sequence (Q92843 whole entry, looked up): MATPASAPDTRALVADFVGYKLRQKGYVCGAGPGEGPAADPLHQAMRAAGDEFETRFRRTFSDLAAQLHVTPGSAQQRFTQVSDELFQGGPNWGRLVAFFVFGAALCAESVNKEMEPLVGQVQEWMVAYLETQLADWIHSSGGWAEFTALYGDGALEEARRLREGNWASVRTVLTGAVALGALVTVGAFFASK
Bim-Bcl-2: inhibitors of Bim-Bcl-2 binding, primary screen, biochemical, multiplexed, human Bcl-2 family. Apoptosis regulator Bcl-2 (Homo sapiens), P10415. inhibition, % at 10 µM. Bead-based flow cytometry, Bim peptide-Bcl-2 binding. hit rate 0.06% among 190,000; in the data active means inhibition above about 40%; inconclusive means no clear call, values can overlap the other calls;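 further: 0% = no compound wells with probe peptide and 100% = reference peptide inhibitor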
Target sequence (P10415 whole entry, looked up): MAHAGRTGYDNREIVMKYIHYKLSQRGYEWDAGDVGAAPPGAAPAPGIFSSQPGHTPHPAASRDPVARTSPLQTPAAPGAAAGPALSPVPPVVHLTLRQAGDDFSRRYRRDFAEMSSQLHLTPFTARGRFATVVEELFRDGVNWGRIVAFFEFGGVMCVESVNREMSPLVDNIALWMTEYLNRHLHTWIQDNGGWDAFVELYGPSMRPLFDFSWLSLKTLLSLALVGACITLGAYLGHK
Bim-Bfl-1: inhibitors of Bim binding to Bfl-1, primary screen, biochemical, multiplexed, bead-based flow cytometry; Bcl-2-related protein A1 (Homo sapiens), Q16548; Bim-Bfl-1 binding inhibition; inhibition, % at 10 µM; hit rate 0.12% among 190,000;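 further: 0% = wells without compound plus tracer and 100% = blocker peptide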
Bim-Bcl-XL: inhibitors of Bim-Bcl-XL binding, primary screen, biochemical, multiplexed, bead flow cytometry, human Bcl-XL; Bcl-2-like protein 1 (Homo sapiens), Q07817; Bim peptide-Bcl-XL binding, fluorescence; inhibition, % at 10 µM; hit rate 0.04% among 190,000
Target sequence (Q07817 whole entry, looked up): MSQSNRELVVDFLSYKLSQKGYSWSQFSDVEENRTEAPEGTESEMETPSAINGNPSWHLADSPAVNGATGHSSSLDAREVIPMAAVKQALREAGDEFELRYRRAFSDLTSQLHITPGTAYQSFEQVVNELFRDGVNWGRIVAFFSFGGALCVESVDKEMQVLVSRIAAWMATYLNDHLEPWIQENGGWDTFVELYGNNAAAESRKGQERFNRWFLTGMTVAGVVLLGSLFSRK
RGS8-Gao: RGS8-Galphao binding modulators, primary screen, biochemical, multiplexed bead flow cytometry | hit rate 0.34% among 220,000 | response (percent of control binding), % at 10 µM | actives lie on both sides; in the data active means response below about 60% or above about 140%; inactive means in between;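 further: Galphao activated as the GDP aluminium fluoride complex binding bead-coupled RGS8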
Mcl1-Bid inh: Mcl-1/Bid binding inhibitors, primary screen, biochemical, TR-FRET, 1536-well. TR-FRET Mcl-1/Bid-Dy647 peptide binding. inhibition, % at 21.7 µM. hit rate 0.97% among 220,000. AID 1021, 2008;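 active means compounds that cut the binding signal by more than half at the single screening dose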;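 further: His-tagged Mcl-1 with europium anti-His antibody binding Bid BH3 peptide; 0% = Mcl-1 plus peptide wells and 100% = peptide-only wells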
GSH bead fluor: compound fluorescence on glutathione beads, profiling panel, artefact control, biophysical, 488/530 nm, flow cytometry. GSH beads flow cytometry, compound fluorescence 488/530 nm; hits give high values. fluorescence (KMESF) at 10 µM. hit rate 0.25% among 190,000. AID 1776, 2009; in the data active means fluorescence above about 89;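 further: glutathione beads carrying GST-tagged Bcl family fusion proteins plus one bare bead set; values are compound well signal with DMSO vehicle wells as background; inactives centre near 16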
Bim-Bcl-B: inhibitors of Bim-Bcl-B binding, primary screen, biochemical, multiplexed, human Bcl-2 family; bead-based flow cytometry, Bim peptide-Bcl-B binding; Bcl-2-like protein 10 (Homo sapiens), Q9HD36; hit rate 0.073% among 190,000; inhibition, % at 10 µM;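 further: 0% = tracer peptide without compound and 100% = reference inhibitor peptide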
Target sequence (Q9HD36 whole entry, looked up): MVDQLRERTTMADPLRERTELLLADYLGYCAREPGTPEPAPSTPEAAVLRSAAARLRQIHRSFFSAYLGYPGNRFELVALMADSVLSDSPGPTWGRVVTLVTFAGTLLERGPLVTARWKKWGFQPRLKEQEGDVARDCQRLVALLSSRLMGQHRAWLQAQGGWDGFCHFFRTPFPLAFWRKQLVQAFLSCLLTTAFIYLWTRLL
Mcl-1 Bim block: inhibitors of Bim peptide binding to Mcl-1, primary screen, biochemical, bead-based flow cytometry, multiplex; Bim peptide-Mcl-1 binding; inhibition, % at 10 µM; hit rate 0.1% among 190,000; Induced myeloid leukemia cell differentiation protein Mcl-1 (Homo sapiens), Q07820; AID 1009, 2008;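 further: 0% = no compound tracer wells and 100% = peptide blocker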
RGS4-Gao reg: modulators of RGS4 binding to Galphao, primary screen, biochemical, multiplexed bead flow cytometry | actives lie on both sides | hit rate 0.33% among 220,000 | binding response (% of control), % at 10 µM | Guanine nucleotide-binding protein G(o) subunit alpha (Homo sapiens), P09471; in the data active means binding response below about 49% or above about 150%; inactive means in between;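 further: fluorescent Galphao activated with aluminum fluoride binding bead-coupled RGS4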
The depositor's hits bear a star; ? = inconclusive. Unless noted, no stated cut-off is given here; in the data, active means inhibition above about 40%. Not a hit list; about 1.8% have a hit in one of these screens.

(1) O=C(CCC1CCCC1)Nc1ccc(C(=O)NCc2cccnc2)cc1
(2) COc1ccc(NS(=O)(=O)c2ccc(S(=O)(=O)N3CCOCC3)cc2)cc1
(3) Cc1ccc(OCC(=O)N/N=C\c2c(C)n(C)c3ccccc23)c([N+](=O)[O-])c1
(4) CCOC(=O)C1CCCN(C(=O)Cc2ccc(C)cc2)C1 (stereo not drawn)
(5) CCN(CCNC(=O)Cn1c(=O)sc2ccccc21)c1ccccc1
(6) CCCCNC(=O)/C=C1\Sc2ccccc2NC1=O
(7) CC(C)(C)NC(=O)CSCc1c(Cl)cccc1Cl
(8) CS(=O)(=O)N1CCC(C(=O)N2CCN(c3ccc(F)cc3)CC2)CC1

Screen / compound no.,1,2,3,4,5,6,7,8
RGS7-Gao reg,100,102,97,99,102,98,103,106
Bim-Bcl-W,0,0,-6,1,0,5,0,4
Bim-Bcl-2,0,-2,-4,-8,-6,2,0,4
Bim-Bfl-1,-1,-5,-6,-8,-9,2,0,3
Bim-Bcl-XL,0,0,-8,-2,-3,3,0,0
RGS8-Gao,102,105,101,100,101,98,103,114
Mcl1-Bid inh,-22,-31,-3,4,-35,-40,-28,-17
GSH bead fluor,26,24,35,61,18,19,7,56
Bim-Bcl-B,-1,0,-4,-8,-7,4,1,6
Mcl-1 Bim block,2,1,-6,0,10,0,0,0
RGS4-Gao reg,100,101,100,98,100,102,101,105

(9) O=C(Nc1cccc(Cl)c1N1CCCCC1)c1ccc(N2CCOCC2)c([N+](=O)[O-])c1
(10) O=C(Nc1cccc(NC(=O)c2ccc(Br)o2)n1)c1ccc(Br)o1
(11) COc1ccc(N2CCN(C(=O)CSc3nnc4n3C(C)(C)Cc3ccccc3-4)CC2)cc1
(12) Cc1noc(/C=C/N(C)C)c1S(=O)(=O)N1CCCC(C(=O)NC(C)c2ccccc2)C1 (stereo not drawn)
(13) COc1ccc(NC(=O)c2cccs2)cc1OC
(14) CC(=O)OC1=Cc2c(ccc3ccc(=O)oc23)OC1(C)C
(15) S=C1SCN(Cc2cccnc2)CN1Cc1ccccc1
(16) Cc1ccc(C)c(NC(=S)N2CCC(N(C)CC3CCCO3)CC2)c1 (stereo not drawn)

Screen / compound no.,9,10,11,12,13,14,15,16
RGS7-Gao reg,105,88,104,91,95,87,102,100
Bim-Bcl-W,-2,2,-1,-3,0,0,0,-1
Bim-Bcl-2,-3,-4,-7,-3,0,10,2,-7
Bim-Bfl-1,0,-1,-10,0,0,8,-1,-18
Bim-Bcl-XL,-5,2,-11,0,0,6,-5,-10
RGS8-Gao,104,92,100,97,101,87,102,103
Mcl1-Bid inh,-83,-11,-15,-56,-15,-5,-36,-22
GSH bead fluor,6,13,29,26,10,28,15,34
Bim-Bcl-B,-5,0,-5,-4,-4,1,-2,-9
Mcl-1 Bim block,-2,1,0,-3,0,5,1,-4
RGS4-Gao reg,103,88,105,94,94,79,102,103

(17) CCC(C)c1ccc(NC(=O)COC(=O)C2=COCCO2)cc1 (stereo not drawn)
(18) Cc1ccccc1OCCn1cc(C(=O)C(=O)N2CCOCC2)c2ccccc21
(19) Cc1ccccc1C(=O)c1c[nH]c(C(N)=O)c1
(20) c1ccc(-c2ccc(-n3ccnc3)cc2)cc1
(21) CC(C)NC(=O)Cn1c(=O)cnc2ccccc21
(22) Cc1ccc(C(=O)N/C(=C/c2ccc(-c3cccc([N+](=O)[O-])c3)o2)C(=O)NC(C)(C)C)cc1
(23) CNC(=O)c1sc(-c2ccccc2)nc1C
(24) COc1ccc(-c2nc3ccccc3c(=O)n2N)cc1

Screen / compound no.,17,18,19,20,21,22,23,24
RGS7-Gao reg,92,?,102,97,104,115,103,104
Bim-Bcl-W,1,-2,-5,2,-1,0,3,2
Bim-Bcl-2,-7,-8,-13,0,1,4,-5,3
Bim-Bfl-1,-14,-7,-23,0,0,2,-13,0
Bim-Bcl-XL,-4,0,-12,0,-2,-2,-2,0
RGS8-Gao,99,102,101,99,104,122,99,101
Mcl1-Bid inh,-1,-6,-12,-8,7,-12,-5,-14
GSH bead fluor,30,16,29,20,6,4,52,28
Bim-Bcl-B,-6,-5,-12,0,-1,0,-7,3
Mcl-1 Bim block,1,-1,-6,0,-4,0,0,5
RGS4-Gao reg,89,101,100,100,104,109,104,103

(25) CCCCCC(=O)NNC(=S)NC(C)=O
(26) NC(=S)N/N=C/c1ccc(-c2cccc([N+](=O)[O-])c2)o1
(27) CC(=O)OC(C(=O)NC1CCCCC1)c1ccc(C)cc1 (stereo not drawn)
(28) CCCSc1nc2sc3c(c2c(=O)[nH]1)CCN(Cc1ccccc1)C3
(29) COc1ccc2c(c1)O/C(=C\c1sccc1C)C2=O
(30) COC(=O)c1ccc2nc(-c3cccc(N)c3)cn2c1
(31) COc1ccc(Sc2nc(-c3ccccn3)ncc2OC)cc1
(32) COc1cc(NS(=O)(=O)c2ccc(NC(=O)COc3ccccc3C)cc2)nc(OC)n1

Screen / compound no.,25,26,27,28,29,30,31,32
RGS7-Gao reg,102,105,99,106,99,101,?,93
Bim-Bcl-W,3,0,0,0,-6,-1,0,0
Bim-Bcl-2,0,-3,-11,0,-2,0,-4,-1
Bim-Bfl-1,2,2,-9,0,-12,-3,-4,-8
Bim-Bcl-XL,0,-1,-7,-2,-11,-4,-2,-4
RGS8-Gao,106,104,97,108,97,105,105,95
Mcl1-Bid inh,-100,-139,-4,-29,-10,-46,-46,6
GSH bead fluor,24,12,16,31,18,6,12,23
Bim-Bcl-B,-28,-5,-9,3,-23,7,-3,-7
Mcl-1 Bim block,-1,0,0,-1,-4,3,-3,0
RGS4-Gao reg,103,108,100,104,101,104,100,89

(33) Cc1ccc(-c2nc(NC(=O)CSc3cc(C)c4ccccc4n3)ns2)cc1
(34) Cc1ccc(C(C)n2cc(C(=O)NCc3ccccn3)nn2)cc1 (stereo not drawn)
(35) CC(C)(C)NC(=O)C(c1cccs1)N(C(=O)C(=O)NC1CCCC1)c1ccccc1F (stereo not drawn)
(36) CC(=O)C1=C(O)C(=O)N(CCC(=O)O)C1c1ccccc1[N+](=O)[O-] (stereo not drawn)
(37) CCN(CC)P1(=O)OC(c2cc(OC)c(OC)c(OC)c2)=Nc2c1c(C)nn2-c1ccccc1 (stereo not drawn)
(38) Clc1ccc2[nH]c(-c3ccccc3)cc2c1
(39) CN(C)c1ccc(S(=O)(=O)N(C)C)cc1[N+](=O)[O-]
(40) COc1ccc(-n2nnnc2SCC(=O)c2ccc(OC)c(OC)c2)cc1

Screen / compound no.,33,34,35,36,37,38,39,40
RGS7-Gao reg,102,108,123,97,99,103,102,107
Bim-Bcl-W,-94,-3,-1,-4,0,0,0,-1
Bim-Bcl-2,-92,-3,-2,-3,-8,-9,-6,-1
Bim-Bfl-1,-26,-5,1,-7,-13,-17,0,-1
Bim-Bcl-XL,-32,-5,-1,-4,-5,-9,0,-3
RGS8-Gao,101,111,101,102,102,104,103,101
Mcl1-Bid inh,-23,5,-24,-11,8,-11,-6,-30
GSH bead fluor,70,8,12,21,28,36,18,7
Bim-Bcl-B,-342,-8,-5,-6,-6,-10,0,-4
Mcl-1 Bim block,-425,-2,0,-3,-1,-2,0,1
RGS4-Gao reg,102,111,104,102,98,103,102,103

Among those listed so far, six have a nitro group on carbon.
(3) Cc1ccc(OCC(=O)N/N=C\c2c(C)n(C)c3ccccc23)c([N+](=O)[O-])c1
(9) O=C(Nc1cccc(Cl)c1N1CCCCC1)c1ccc(N2CCOCC2)c([N+](=O)[O-])c1
(22) Cc1ccc(C(=O)N/C(=C/c2ccc(-c3cccc([N+](=O)[O-])c3)o2)C(=O)NC(C)(C)C)cc1
(26) NC(=S)N/N=C/c1ccc(-c2cccc([N+](=O)[O-])c2)o1
(36) CC(=O)C1=C(O)C(=O)N(CCC(=O)O)C1c1ccccc1[N+](=O)[O-] (stereo not drawn)
(39) CN(C)c1ccc(S(=O)(=O)N(C)C)cc1[N+](=O)[O-]

Screen / compound no.,3,9,22,26,36,39
RGS7-Gao reg,97,105,115,105,97,102
Bim-Bcl-W,-6,-2,0,0,-4,0
Bim-Bcl-2,-4,-3,4,-3,-3,-6
Bim-Bfl-1,-6,0,2,2,-7,0
Bim-Bcl-XL,-8,-5,-2,-1,-4,0
RGS8-Gao,101,104,122,104,102,103
Mcl1-Bid inh,-3,-83,-12,-139,-11,-6
GSH bead fluor,35,6,4,12,21,18
Bim-Bcl-B,-4,-5,0,-5,-6,0
Mcl-1 Bim block,-6,-2,0,0,-3,0
RGS4-Gao reg,100,103,109,108,102,102

Other compounds:
(41) CC/C(=C\C(=O)c1cccnc1)Nc1ccc(C)c(C)c1
(42) COC(=O)c1ccccc1OS(=O)(=O)N(C)C
(43) COc1ccc(C(=O)NCCSC2CCCCC2)cc1
(44) Cc1ccc(N2C(=O)CSC2c2cccs2)cc1 (stereo not drawn)
(45) OCCC1CN(Cc2ccccc2-c2ccco2)CCN1C1CCCC1 (stereo not drawn)

Screen / compound no.,41,42,43,44,45
RGS7-Gao reg,101,103,94,102,96
Bim-Bcl-W,-3,-2,-5,-2,-1
Bim-Bcl-2,-1,0,-9,0,-2
Bim-Bfl-1,2,-7,-15,-1,-7
Bim-Bcl-XL,-4,-1,-8,-1,-4
RGS8-Gao,102,100,101,101,101
Mcl1-Bid inh,-51,-25,-15,-9,-57
GSH bead fluor,9,15,16,12,13
Bim-Bcl-B,0,-4,-8,0,-4
Mcl-1 Bim block,0,-1,-4,0,-2
RGS4-Gao reg,93,97,96,102,97

Screens from PubChem BioAssay.
